Source: PubChem BioAssay (National Center for Advancing Translational Sciences (NCATS))
PTHR1 ag – qHTS for PTHR1 Agonists: Primary Screen; Potency, µM (titrated, usually from 115 µM), without a hit: at the top dose activation, most hits filed as activators; Parathyroid hormone/parathyroid hormone-related peptide receptor (Homo sapiens), Q03431; 410,000 compounds, 0.075% hits; HEK293 GP2 PTHR1 cells, GloSensor cAMP luminescence, 1 h; further: potency means the concentration at half of the fitted maximal effect; nearly all actives have a fitted effect of over 55% in size; some results filed as inactive show a strong effect at the top dose; inactives centre near -15; many of its hits are not listed in these tables
Target sequence (Q03431 whole entry, looked up): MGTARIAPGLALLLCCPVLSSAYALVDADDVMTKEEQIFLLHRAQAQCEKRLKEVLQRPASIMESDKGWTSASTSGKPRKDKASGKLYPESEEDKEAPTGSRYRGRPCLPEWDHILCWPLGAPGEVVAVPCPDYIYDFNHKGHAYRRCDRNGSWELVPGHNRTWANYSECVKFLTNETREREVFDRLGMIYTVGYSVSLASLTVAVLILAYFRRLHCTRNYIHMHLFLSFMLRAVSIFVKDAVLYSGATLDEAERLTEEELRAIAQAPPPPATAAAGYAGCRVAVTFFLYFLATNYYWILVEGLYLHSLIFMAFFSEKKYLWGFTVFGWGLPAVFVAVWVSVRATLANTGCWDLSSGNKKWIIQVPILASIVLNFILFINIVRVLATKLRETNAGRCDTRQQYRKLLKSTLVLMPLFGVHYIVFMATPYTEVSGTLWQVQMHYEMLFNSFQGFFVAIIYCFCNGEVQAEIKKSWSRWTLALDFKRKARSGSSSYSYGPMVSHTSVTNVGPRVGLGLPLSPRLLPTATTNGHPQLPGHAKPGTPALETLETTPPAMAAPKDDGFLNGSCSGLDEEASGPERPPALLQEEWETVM
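HEK-293-derived GP2 cells expressing PTHR1 and a GloSensor cAMP reporter, 3,000/well, plated overnight, given luciferin plus IBMX (each 0.5 mM as added) for 1 h at 37 °C, then compound for 1 h at 37 °C. Luminescence was read after 15 min at room temperature.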
EPAC2 ag – qHTS for Agonist of cAMP-regulated guanine nucleotide exchange factor 4 (EPAC2): primary screen; Rap guanine nucleotide exchange factor 4 (Homo sapiens), Q8WZA2; EPAC2 activation, biochemical qHTS; response scale: 100% = 6.5 mM cAMP response; Potency, µM (doses to about 154 µM), for inactives: at the top dose activation, most hits filed as activators; 360,000 compounds, 0.079% hits; further: potency means the concentration at half of the fitted maximal effect; nearly all actives have a fitted effect of over 50% in size
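Compounds were titrated in qHTS against a Rap1B-BODIPY-GDP (250 nM) complex with EPAC2 (100 nM) and GDP (50 uM). BODIPY-GDP release tracked at 480/540 nm over 30 min at room temperature, normalized to 6.5 mM cAMP.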
Akt phos inh – HTS Assay for Inhibitors of Akt Phophorylation: Primary Screen | Neuro2A IGF-stimulated pAkt S473 HTRF, 20 min; active compounds read low | activity change, % for hits at 50 µM | 360,000 compounds, 0.32% hits; in the data active means activity change below about -80%; inconclusive means mostly about -51% to -80%; further: on the % scale 0 is the no-effect control and ±100 the full control effect
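Neuro2A cells in DMEM with 0.5% FBS, overnight at 37 deg C, given compound at single 50 µM final, then IGF (6 nM final) for 20 min at 37 deg C. Lysed; phospho-Akt Ser473 by HTRF after 24 h, 665/615 ratio.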
D3 antag – qHTS of D3 Dopamine Receptor Antagonist: qHTS | D3R cells, DiscoveRx beta-arrestin luminescence, antagonist mode; active compounds read low | 360,000 compounds, 2.5% hits | D(3) dopamine receptor (Homo sapiens), P35462 | max response, negative = inhibition, % | AID 652054, 2013; in the data active means max response below about -50%; inconclusive means no clear call, values can overlap the other calls; further: on the % scale 0 is the no-effect control and ±100 the full control effect; mostly tested at two doses, the higher about 12 µM
Target sequence (P35462 whole entry, looked up): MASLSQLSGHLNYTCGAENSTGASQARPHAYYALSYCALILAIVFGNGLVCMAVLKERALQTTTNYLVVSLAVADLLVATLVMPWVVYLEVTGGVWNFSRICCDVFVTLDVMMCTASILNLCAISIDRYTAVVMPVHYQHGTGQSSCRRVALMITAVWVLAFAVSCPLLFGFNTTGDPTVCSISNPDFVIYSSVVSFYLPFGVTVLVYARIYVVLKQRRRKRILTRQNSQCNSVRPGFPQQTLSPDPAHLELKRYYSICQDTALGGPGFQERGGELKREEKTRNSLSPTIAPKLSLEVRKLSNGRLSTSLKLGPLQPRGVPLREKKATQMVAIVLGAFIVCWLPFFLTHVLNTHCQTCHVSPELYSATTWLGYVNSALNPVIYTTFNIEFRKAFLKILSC
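Cells expressing the human receptor were seeded at 1500 cells/well, incubated overnight at 37 degrees C in 5% CO2, then exposed to library compounds with dopamine controls for 90 minutes at 37 degrees C before luminescent detection.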
CCT chaperon mod – High-Throughput Screening for Modulators of Cytosolic Chaperonin Activity | activity change, % (no concentration beside the values), hits read low | purified chaperonin ATPase assay, HTRF ADP detection, 30 min | AID 651819, 2012 | 360,000 compounds, 0.3% hits; in the data active means activity change below about -30%; further: on the % scale 0 is the no-effect control and ±100 the full control effect
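TRiC (40 or 20 nM final, by batch activity) in 30 mM Tris pH 7.4, 100 mM KCl, 5 mM MgCl2, 1 mM DTT was treated with compound at 76 uM single dose, then 10 uM ATP, 30 min at 37 °C. ADP was read by HTRF Transcreener.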
MmCpn inh – Inhibitors of TCP-1 ring complex (TRiC) of Methanococcus maripaludis (MmCpn): qHTS; Chaperonin Mm-Cpn (Methanococcus maripaludis); purified Mm-Cpn ATPase, ADP Transcreener TR-FRET; Potency, µM (top dose mostly 76.9 µM), without a hit: top-dose activity, negative = inhibition, usual class: inhibitors; 330,000 compounds, 0.031% hits; further: potency means the concentration at half of the fitted maximal effect; on the % scale 0 is the no-effect control and ±100 the full control effect; nearly all actives have a fitted effect of over 80% in size
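Measured: ADP formation by purified Mm-CPN. Conditions: 25 nM protein, 10 uM ATP, Tris pH 7.4 with Mg2+, K+ and DTT, 37°C for 30 min. Detection: Transcreener HTRF after 30 min at room temperature.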
EPAC2 antagonist – qHTS for Antagonist of cAMP-regulated guanine nucleotide exchange factor 2 (EPAC2): primary screen | Rap guanine nucleotide exchange factor 4 (Homo sapiens), Q8WZA2 | EPAC2 GEF exchange of Rap1B-BODIPY-GDP, fluorescence | Potency, µM (doses to about 114 µM), without a hit: at the top dose activity, negative = inhibition, hits mostly inhibitors | 360,000 compounds, 0.18% hits | AID 720708, 2013; further: potency means the concentration at half of the fitted maximal effect; on the % scale 0 is the no-effect control and ±100 the full control effect; nearly all actives have a fitted effect of over 45% in size; many of its hits are not listed in these tables
D3 ag – qHTS of D3 Dopamine Receptor Agonist: qHTS | D(3) dopamine receptor (Homo sapiens), P35462 | D3R DiscoveRx beta-arrestin cells, luminescence, 90 min | max activation, % | 410,000 compounds, 0.58% hits | AID 652048, 2013; in the data active means max activation above about 30%; further: 0% is about no effect; mostly tested at two doses, the higher about 12 µM
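Cells at 1500/well, incubated overnight, then treated with pinned compounds (dopamine as control) for 90 min at 37 degrees C. DiscoveRx reagent added for 30 - 60 minutes at room temperature; luminescence read.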
* hit, by the source's call; i = inactive; ? = inconclusive; nt = not tested or not shown; & = joins results of further samples; [ ] = dose if it differs, or a comment. Unless noted, the call rests on the fitted dose curve; in most records, active means well fitted curve in the direction sought with a large enough effect; inconclusive means small, poorly fitted or top-dose-only effect, or another doubt; inactive means no such curve, though single readings can be large; an effect the other way counts as inactive or inconclusive. Not all compounds are listed; count on the stated rates, not on these rows.

SMILES	PTHR1 ag	EPAC2 ag	Akt phos inh	D3 antag	CCT chaperon mod	MmCpn inh	EPAC2 antagonist	D3 ag
CCc1ccc(Nc2cc(C)nc3nc(C)nn23)cc1	0%	9%	i	0	-0.2	-2%	-1%	3
CC(C)Cn1cnc2c1c(=O)n(CC(=O)N(C)C)c(=O)n2Cc1ccccc1	-21%	16%	i	8	2.2	-1%	0%	4
C=CCNC(=O)c1onc(CSc2ccc(F)c(F)c2)c1C(=O)O	-23%	7%	i	18	0.7	0%	13%	4
Cc1nn(C)c(C)c1NC(=S)Nc1ccc(S(=O)(=O)Nc2ncccn2)cc1	-24%	3%	i	12	-2.8	0%	9%	2
Cc1nnc(NC(=O)CSc2nnc(C(C)NC(=O)c3ccccc3F)n2C)s1 (stereo not given)	-27%	-6%	i	6	0.0	0%	-5%	-6
Cc1ccc(CSc2ccc3nnc(-c4ccccn4)n3n2)cc1	-4%	-5%	i	16	0.0	-1%	-14%	5
COc1ccc(S(=O)(=O)NC(C)C(=O)Nc2ccc3c(c2)OCCO3)cc1OC (stereo not given)	-4%	9%	i	-6	-2.6	0%	5%	-13
O=C(Nc1cccc(O)c1)C1CC(c2cccc(Br)c2)=NO1 (stereo not given)	i	7%	i	0	-3.5	2%	-1%	-3
COc1ccc(CC(=O)Nc2ccc(-c3noc(-c4cc(OC)c(OC)c(OC)c4)n3)cc2)cc1	-2%	1%	i	0	-0.7	-7%	5%	3
Cn1c(=O)n(CC(=O)N2CCN(c3nnc(-c4ccccc4)c4ccccc34)CC2)c2ccccc21	-12%[57.5 µM]	7%	i	15	-2.2	?	-4%	-1
CN(CC(=O)NC1CCCc2ccccc21)S(=O)(=O)c1ccc2c(c1)c(=O)n(C)c(=O)n2C (stereo not given)	i	5%	i	-27	-1.5	1%	0%	0
Cc1ccc(-c2nnc(SCC(=O)Nc3ccccc3F)o2)cc1	-91%[inhibitor]	-8%	i	8	0.4	-1%	3%	5
CC(C)COC(=O)N1CCCC1C(=O)Nc1nccs1 (stereo not given)	i	3%	i	12	-3.8	0%	-2%	-6
CN(C(=O)c1cc2nc(-c3ccco3)cc(C(F)(F)F)n2n1)C1CCCCC1	-11%[57.5 µM]	-5%	i	-5	0.7	-2%	-1%	4
COc1ccc(OC)c(NC(=O)C2CC(=O)N(CCc3ccc(F)cc3)C2)c1 (stereo not given)	i	5%	i	11	2.5	nt	0%	1
C=C1C(=O)C=C[C@]2(C)C[C@@H]3OC(=O)[C@](C)(O)[C@H]3C[C@@H]12	-78%[inhibitor]	4%	i	?	-1.9	0%	5%	-36
CCCNC(=O)NNC(=O)c1ccc(F)cc1	-6%	2%	i	10	-3.5	0%	3%	-3
COc1ccc(CC(=O)n2nc(-c3cccnc3)nc2N)cc1	i	-5%	i	-2	-0.5	1%	-17%	1
Cc1c(C(=O)N2CCN(CCc3ccccn3)CC2)oc2ccc(Cl)cc12	-92%[inhibitor]	6%	i	-30	0.8	2%	-11%	-13
Cc1c(C(c2cc(O)ccc2Cl)c2c(C)n(C)n(-c3ccccc3)c2=O)c(=O)n(-c2ccccc2)n1C	i	3%	i	-3	-0.7	nt	1%	-6
Cc1cnc(NC(=O)CCN2C(=O)C3CCCCC3C2=O)s1 (stereo not given)	8%	6%	i	14	-3.9	1%	27%	2
CCOC(=O)C1=C(C)NC(C)=C(C(=O)OCC)C1C(=O)OC1CCOC1=O (stereo not given)	4%[57.5 µM]	0%&-13%	i	-1&13	1.3&-3.2	0%	2%&1%	1&-1
CCOc1ccc2oc(C(=O)OC(C(=O)NC(N)=O)C(C)C)c(C)c2c1 (stereo not given)	i	3%	i	-13	0.1	-4%	1%	1
CCSc1ncnc2sc3c(c12)CCC3	i	0%	i	-18	0.3	0%	-3%	14
O=C(NNC(=O)c1cc(Cl)ccc1O)c1ccc(NS(=O)(=O)c2cccs2)cc1	i	-2%	i	1	-6.0	-1%	-5%	4
COCCNC(=O)C(Cc1c[nH]c2ccccc12)NC(=O)OCc1ccccc1 (stereo not given)	i	0%	i	8	-0.2	-1%	5%	-5
CC1(C(=O)NCc2ccc3c(c2)OCO3)CCN1C(=O)Cc1cccc2ccccc12 (stereo not given)	-30%	5%	i	-3	-2.7	nt	-9%	-4
Cc1ccc(C2C(C(=O)c3cc4ccccc4o3)=C(O)C(=O)N2CCN(C)C)o1 (stereo not given)	22%	5%	i	-8	-2.7	nt	9%	2
CC(NC(=O)C(=O)c1cn(CC(=O)N2CCOCC2)c2ccccc12)c1ccccc1 (stereo not given)	-9%	-8%	i	4	0.1	0%	7%	-6
COC(=O)c1c(NC(=O)CSc2ncnc3ccccc23)sc(C)c1C	-7%	-2%	i	-13	-2.7	nt	-2%	-4
Cn1c(C(=O)N2CCN(c3ccc(F)cc3)CC2)cc2ccccc21	-33%[inhibitor]	10%	i	21	-0.2	0%	-26%	2
O=C(CCl)Nc1cn(-c2ccccc2)nc1-c1ccccc1	-47%[inhibitor]	5%	i	-6	-0.9	-3%	4%	0
CCOc1ccc(S(=O)(=O)N2CCCC(C(=O)N3CCOCC3)C2)cc1C (stereo not given)	-22%	6%	i	3	-1.4	1%	1%	-9
CCc1ccc(CNCc2cccs2)cc1	i	-2%	i	5	3.0	-3%	1%	-4
CCCCn1c(=O)[nH]c(=O)c2c1nc(-c1cc(Br)ccc1OC)n2C	-2%	-7%	i	1	1.7	0%	-5%	2
Cc1ccc(OCC(=O)N2CCc3ccccc3C2)cc1C	-51%[inhibitor]	6%	i	39	2.5	nt	-16%	18
CCCCCCC[C@H](N)[C@H](O)C(=O)N(C)[C@@H](CCS(C)=O)C(=O)N[C@@H](Cc1ccc(O)cc1)C(=O)N[C@@H](Cc1ccc(O)cc1)C(=O)O (stereo not given in full)	6%	2%	i	8	-0.9	1%	17%	9
O=C(Nc1ccccc1-c1ccccc1)NC1CCN(C(=O)N2CCOCC2)CC1	-7%	-3%	i	-19	-2.0	-6%	6%	-8
CCOc1ccccc1NC(=O)CN(c1ccc(OC)cc1)S(=O)(=O)c1c(C)[nH]c(=O)[nH]c1=O	i	5%	i	3	-2.3	-5%	-27%	3
CCN(CC(=O)Nc1c(F)cccc1F)C(=O)c1ccc(N2C(=O)c3ccccc3C2=O)cc1	-10%	5%	i	8	1.4	-2%	7%	3
COC(=O)C1=C(C)N=C2SCCC(=O)N2C1c1ccc(OC(=O)c2ccco2)cc1 (stereo not given)	i	7%	i	55	-2.8	1%	7%	1
O=C1CC(N2CCN(S(=O)(=O)c3ccccc3F)CC2)C(=O)N1c1ccc(F)cc1F (stereo not given)	-1%	3%	i	-6	-0.1	2%	2%	-10
CCCCC(=O)NNC(=S)NCc1ccccc1	i	2%	i	-2	1.6	2%	9%	-9
Cc1cc(Cl)c(S(=O)(=O)N2CCN(c3cccc(C)c3C)CC2)cc1OCC(N)=O	-7%	-12%	nt	28	-8.0	1%	-4%	-5
NCCCC[C@H]1CN=C(N)N1CC1CCCCC1	i	0%	i	0	-0.3	nt	-1%	-3
COc1cc(OC)cc(C(=O)Nc2cccnc2)c1	-7%	8%	i	12	-12	-1%	4%	11
N=c1n(CCN2CCCCC2)c2ccccc2n1CC(=O)c1ccc(Cl)c(Cl)c1	-5%	18%	i	?	-1.2	0%	-6%	-22
COc1ccc(C2NCCCC2c2ccccc2)cc1 (stereo not given)	-2%	1%	i	-1	-1.7	nt	6%	6
Cc1cc(OCCOc2cccc3cccnc23)c(C)cc1Cl	-16%	-20%	i	3	-2.5	2%	7%	8
C=C1C(=O)[C@]23C[C@H]1CC[C@H]2[C@]1(C)[C@@H](O)CC[C@@](C)(C(=O)O)[C@H]1C[C@@H]3O	-50%[inhibitor]	6%	i	-28	1.4	nt	23%	-3
Cc1cc(OCc2cc(C(=O)N(C)C3CCOC3)no2)cc(C)c1Cl (stereo not given)	-39%	-8%	i	-10	-0.5	-6%	-15%	-12
CCOC(=O)C(CN1CCCC1)c1ccccc1 (stereo not given)	-25%	9%	i	-1	-5.2	-7%	-3%	-30
CCOc1ccc(N2C(N)=NC(N)=NC2(C)C)cc1	i	6%	i	-3	-0.1	-15%	9%	2
COC(=O)CSc1nc2cc3c(cc2cc1C)OCCO3	-12%[57.5 µM]	20%	i	3	-2.0	-6%	-6%	-3
CCCCOc1c(C(=O)Nc2ccccc2)nnn1-c1ccccc1	?	-3%	i	-7	5.3	0%	-18%	-3
CC(C)CN(C(=O)C1CCCO1)c1c(N)n(CC(C)C)c(=O)[nH]c1=O (stereo not given)	-11%	4%	i	-17	-1.6	-3%	6%	-11
O=C1/C(=C/c2cccs2)SC(=S)N1c1ccccc1	0%	-8%	i	-9	-0.4	0%	6%	2

An excerpt from above in order of number of heavy atoms, lowest first.
SMILES	PTHR1 ag	EPAC2 ag	Akt phos inh	D3 antag	CCT chaperon mod	MmCpn inh	EPAC2 antagonist	D3 ag
CCOc1ccc(N2C(N)=NC(N)=NC2(C)C)cc1	i	6%	i	-3	-0.1	-15%	9%	2
Cc1cc(OCCOc2cccc3cccnc23)c(C)cc1Cl	-16%	-20%	i	3	-2.5	2%	7%	8
CC(C)CN(C(=O)C1CCCO1)c1c(N)n(CC(C)C)c(=O)[nH]c1=O (stereo not given)	-11%	4%	i	-17	-1.6	-3%	6%	-11
